Screens (PubChem BioAssay)
SMN2 splice enh: SMN2 splice variant enhancement. HEK293 SMN2-luciferase splicing reporter, luminescence, 30-36 h. Potency, µM (highest dose often 46.1 µM), without a hit: at the highest dose activity change, positive = activation, hits mostly activators. 2.8% of 210,000 active. AID 1458; further: potency means the concentration at half of the fitted maximal effect; % of control where 0% means no effect; nearly all actives have a fitted effect of over 55% in size
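HEK293 cells carry an SMN2 […]–luciferase reporter in which exon 7 inclusion puts luciferase in frame. Cells were plated 10-12 h before compound addition, then incubated 30-36 h at 37C. ONE-Glo luminescence was read; sodium butyrate at 4.5 mM final served as control.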
HttQ103 aggreg: reduces HttQ103-GFP aggregates in PC12 cells; Potency, µM (series often up to 46.1 µM), inactives show at the top dose activity change, negative = inhibition, most hits filed as inhibitors; AID 1688; 1.1% of 220,000 active; PC12 HttQ103-GFP aggregates, Acumen cytometry, 40 h; further: potency means the concentration at half of the fitted maximal effect; on the % scale 0 is the no-effect control and ±100 the full control effect; nearly all actives have a fitted effect of over 60% in size
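Huntingtin Q103 exon 1–GFP aggregates in induced PC12 cells (100 nM tebufenozide) were quantified by cytometry from lysates, with compounds dosed in titration.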
KinaseGlo FLuc: counter-screen: inhibitors of Kinase-Glo firefly luciferase | Q27757 | Kinase-Glo luciferase, ATP luminescence, 8 min | Potency, µM (top dose mostly 38.3 µM), for inactives: at the highest dose activity change, negative = inhibition, usual class: inhibitors | 0.28% of 200,000 active; further: potency means the concentration at half of the fitted maximal effect; on the % scale 0 is the no-effect control and ±100 the full control effect; nearly all actives have a fitted effect of over 60% in size
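Luminescence was the read-out, taken after 8-minute incubation at ambient temperature. Luciferase turned over luciferin with 10 uM ATP in imidazole pH 7.2 buffer containing KCl, MgCl2, Tween 20 and BSA.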
IMPase Li inh: cell-permeable IMPase inhibitors with lithium potentiation. 0.35% of 210,000 active. AID 1457. Potency, µM (titrated, usually from 59.4 µM), inactives show top-dose activity, negative = IMPase inhibition, hits mostly inhibitors. CHO-M1 cells, IP1 TR-FRET (IP-One), carbachol + lithium;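 further: IP1 builds up when IMPase is blocked and the TR-FRET signal falls; potency means the concentration at half of the fitted maximal effect; plate controls were basal vehicle for no effect and high inhibitor control for full effect; nearly all actives have a fitted effect of over 50% in size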
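Readout is a homogeneous TR-FRET IP1 immunoassay (Ex 320, Em 665 and 620), where raised cytosolic IP1 lowers signal. Cells were CHO-M1 treated 30 min at 37C with test compounds plus a little lithium; AC50 values came from Hill-equation fitting.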
HTT cytoprotect: Huntington cell model cytoprotection by ATP luminescence; PC12 HTT-Q103 induced, cytoprotection, ATP luminescence, 40 h; Potency, µM (top dose mostly 56.4 µM), for the others: cytoprotection (ATP increase), usual class: activators; 0.14% of 230,000 active; AID 1471;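 further: potency means the concentration at half of the fitted maximal effect; % of control where 0% means no effect; nearly all actives have a fitted effect of over 45% in size; toxic huntingtin expression switched on by the ecdysone agonist tebufenozide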
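ATP quantification (ATPlite) reports survival of PC12 cells in which tebufenozide, 100 nM final, switches on Htt exon 1 with 103 glutamines linked to GFP; compounds are titrated.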
CBFb RUNX1 block: blocks binding between human CBF-beta and RUNX1 | 230,000 tested, under 10 active | AlphaScreen CBFb-His/RUNX1-biotin binding, biochemical | AID 1477 | Q01196+Q13951 | Potency, µM (series often up to 59.8 µM), for the others: at the highest dose activity, negative = inhibition, hits mostly inhibitors; further: % of control where 0% means no effect
Target sequence (Q01196 whole entry, looked up): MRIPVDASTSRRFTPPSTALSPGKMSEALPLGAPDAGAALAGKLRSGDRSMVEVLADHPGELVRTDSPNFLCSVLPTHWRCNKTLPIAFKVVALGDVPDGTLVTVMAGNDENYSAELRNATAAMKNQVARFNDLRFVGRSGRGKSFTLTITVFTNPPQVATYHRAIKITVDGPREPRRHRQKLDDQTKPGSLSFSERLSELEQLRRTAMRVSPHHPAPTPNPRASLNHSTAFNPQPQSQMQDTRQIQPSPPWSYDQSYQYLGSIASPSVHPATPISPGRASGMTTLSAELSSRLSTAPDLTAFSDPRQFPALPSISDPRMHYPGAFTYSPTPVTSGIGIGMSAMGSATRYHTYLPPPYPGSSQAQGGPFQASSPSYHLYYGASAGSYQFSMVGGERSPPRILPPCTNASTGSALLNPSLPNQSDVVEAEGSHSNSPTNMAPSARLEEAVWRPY
Target sequence (Q13951 whole entry, looked up): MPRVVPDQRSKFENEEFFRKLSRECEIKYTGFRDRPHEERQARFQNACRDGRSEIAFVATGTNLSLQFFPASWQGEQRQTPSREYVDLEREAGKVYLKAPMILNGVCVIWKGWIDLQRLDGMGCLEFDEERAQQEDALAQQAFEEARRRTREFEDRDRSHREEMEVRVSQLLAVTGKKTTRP
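Interaction loss through any mechanism counts as activity. Pre-formed complex of His-CBF-beta and biotin-RUNX1 (30 nM apiece) is incubated with compound 15 min, then with 50 ng nickel and 50 ng streptavidin beads for 90 min before AlphaScreen detection.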
LMNA splice mod: changes lamin A minigene splicing in HeLa cells; HeLa LMNA splicing GFP/RFP minigene ratio, 48 h; 0.01% of 200,000 active; Potency, µM (highest dose often 46.1 µM), without a hit: top-dose ratio change, negative = inhibition, actives largely listed as inhibitors; active means well fitted inhibition curve with a large enough effect in the signal ratio, with a control signal flat, not every such curve was filed as active; inconclusive means small, poorly fitted or top-dose-only effect, or effect the other way, or a change in a side signal; the % refers to the signal ratio; further: potency means the concentration at half of the fitted maximal effect; on the % scale 0 is the no-effect control and ±100 the full control effect
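S3 HeLa cells stably expressing lamin A-EGFP splicing minigene plus DsRed2, 600 cells/well, 48 h compound exposure at 37C. Laser-scanning cytometry; analysed as GFP (500-530 nm)/RFP (575-640 nm) total intensity ratio; 0.5% DMSO vehicle.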
Starred values were filed as active, the others as inactive; ? = inconclusive; . = not tested or not shown; [ ] = another dose, or the depositor's remark. Unless noted, the call rests on the fitted dose curve; in most records, active means well fitted curve in the direction sought with a large enough effect; inconclusive means small, poorly fitted or top-dose-only effect, or another doubt; inactive means no such curve, though single readings can be large; an effect the other way counts as inactive or inconclusive.

SMILES | SMN2 splice enh | HttQ103 aggreg | KinaseGlo FLuc | IMPase Li inh | HTT cytoprotect | CBFb RUNX1 block | LMNA splice mod
O=C(COC(=O)c1ccc(O)cc1)Nc1ccccc1[N+](=O)[O-] | 17% | 7% | 1% | 2% | -3%[10 µM] | -8% | 0%[46 µM]
COc1ccc(C(=O)c2ccc(OC)c(N)c2)cc1N | 36% | ? | -6% | 9%[38.3 µM] | -44%[inhibitor] | 2% | ?
NS(=O)(=O)c1ccc(NC(=O)COC(=O)C2(c3ccc(F)cc3)CCCC2)cc1 | -39%[inhibitor] | -4% | -1% | 0% | -44%[10 µM] | -11% | ?
COC(=O)c1ccc2c(c1)N(C)S(=O)(=O)c1cnc(SCC(=O)C(C)(C)C)nc1-2 | . | 17%[9.22 µM] | . | . | 10%[10 µM] | -1% | .
CCOC(=O)CSc1nc2ccccc2c(=O)n1NC(=O)c1ccccc1 | 16µM* | 6% | -2% | -4%[38.3 µM] | -13% | 2% | -17%
CS(=O)(=O)N1CCC(C(=O)Nc2cccc(Cl)c2)CC1 | . | 11%[9.22 µM] | 1% | -3% | -14%[10 µM] | -3% | .
O=C(O)CCC(=O)Nc1ccc(Br)c(Cl)c1 | -4% | 4% | -6% | 2%[38.3 µM] | 10% | 1% | 2%
COc1ccc(OC)c(S(=O)(=O)N2CCC(C(=O)NCCC3=CCCCC3)CC2)c1 | 5% | 20% | 2% | 3% | -5%[10 µM] | -1% | -14%
COc1ccc(-c2csc(NC(=O)/C(N=Nc3ccccc3)=C(\C)O)n2)cc1 | -9% | 7%[9.22 µM] | -2% | 2% | ? | -12% | ?
O=C(c1ccc(S(=O)(=O)c2ccc(F)cc2)c([N+](=O)[O-])c1)N1CCCCCC1 | -64%[inhibitor] | ? | -2% | 15% | -3%[10 µM] | -2% | ?
Cc1scc(C(=O)NNC(=S)NCC(C)C)c1C | ? | -5% | 1% | -5% | . | 1% | 9%
COCCCNC(=S)N(Cc1ccccc1)Cc1ccc(F)cc1 | -3% | 8% | -1% | 8% | -25% | -3% | ?
Cc1ccc(C)c(N2CCN(c3nnnn3-c3ccccc3)CC2)c1 | ? | -30% | -2% | 24%[38.3 µM] | -19% | 5% | -2%
Cc1ccc(S(=O)(=O)NC(C)C(=O)NC2CCCCCC2)cc1 (stereo not given) | 19% | 0.89µM* | 2% | 8%[38.3 µM] | -2%[0.074 µM] | 6% | 6%
CCOC(=O)C1(CCOc2ccccc2)CCN(Cc2ccc(CO)o2)CC1 | . | -17%[9.22 µM] | -10% | 18% | 3%[10 µM] | 1% | ?
Cc1cc(C)c2c(=O)cc(C(F)F)oc2c1 | 9% | -11% | -3% | 42%[activator][38.3 µM] | -3% | 6% | 4%
Cn1nc(-c2ccccc2)c(C(=O)NC(C(=O)O)c2ccccc2)c1Cl (stereo not given) | . | 2% | 3% | 3% | 24% | 0% | .
NC(=O)[C@H]1CC2(CC(c3cccc(NC(=O)CC(c4ccccc4)c4ccccc4)c3)=NO2)CN1C(=O)CC(c1ccccc1)c1ccccc1 (stereo not given in full) | . | 14%[9.22 µM] | . | . | -36%[10 µM] | -2% | .
COc1ccc(-n2nnnc2SCC(=O)Nc2cccc(NC(C)=O)c2)cc1OC | 7% | -10% | 2% | -9%[38.3 µM] | -1% | 11% | 6%
COC(=O)c1cn(CC(=O)NC2CCCCC2)c2ccccc12 | -10% | 10% | -1% | 1%[38.3 µM] | -26%[10 µM] | 4% | 1%
COC(=O)c1cccc(NC(=O)CSc2nnc(C)n2C)c1 | . | -12%[9.22 µM] | -2% | 3% | -6%[10 µM] | 6% | -3%[46 µM]
COc1ccc(-c2nnc(NC(=O)C3CC3)o2)cc1 | -4% | -5% | -1% | -1% | -32%[inhibitor] | -12% | 7%[9.22 µM]
COc1ccc(S(=O)(=O)N(C)CC(=O)Nc2ccccc2OC)cc1C | 0% | -9% | -2% | 19%[38.3 µM] | 0%[0.074 µM] | 12% | -8%
Cc1nc(-c2ccccc2)sc1C1(C)CC(c2ccc(OC(F)(F)F)cc2)=NO1 (stereo not given) | . | -2%[9.22 µM] | . | . | 2%[10 µM] | 28% | .
CC(O)CNc1nc2c(c(=O)n(C)c(=O)n2C)n1CCc1ccccc1 (stereo not given) | -71%[inhibitor] | 4% | 1% | -6%[38.3 µM] | 3%[10 µM] | 6% | ?
CC(=O)Nc1ccccc1C(F)(F)F | . | -8%[9.22 µM] | . | . | 11%[10 µM] | 7% | .
COc1ccc(N2CC(C(=O)NC3=NCCS3)CC2=O)cc1 (stereo not given) | -6% | 22%[9.22 µM] | 2% | 2% | 36%[10 µM] | 3% | 20%[46 µM]
Cc1ccc(Cl)cc1N1CCN(C(c2ccc(C#N)cc2)c2nnnn2C2CCCC2)CC1 (stereo not given) | -8% | -17% | 10% | -2%[38.3 µM] | 14% | 7% | -2%
CCOC(=O)c1cc(-c2c(Cl)cccc2Cl)no1 | . | 16%[9.22 µM] | . | . | 5%[10 µM] | 4% | .
Cc1ccc(CNS(=O)(=O)NCc2cccs2)cc1 | -2% | 6% | 3% | 4% | -43%[inhibitor] | 0% | ?
CC(C)Cn1c(=O)c(C(=O)Nc2ccccc2S(N)(=O)=O)c(O)c2ccccc21 | 9% | ? | 3% | 1%[38.3 µM] | -1% | 7% | ?
O=c1c(Cc2ccc(F)cc2)c(O)ccn1C1CCCCC1 | -11% | -20% | 0% | 9%[38.3 µM] | 12%[10 µM] | 9% | -19%
COCC(C)n1c(C)cc(C(=O)COc2ccc(C)nc2[N+](=O)[O-])c1C (stereo not given) | -16% | ? | 0% | 14% | 14% | -3% | .
S=C(NCCc1ccccc1)N/N=C/C1CCCCC1 | 12% | -2% | 4% | 12% | -18% | -6% | .
O=C(CSc1nnnn1-c1ccccc1)Nc1nc(-c2ccccc2)ns1 | -5% | -16% | -2% | 17%[38.3 µM] | 15%[10 µM] | 13% | -9%
Nc1cc(C(=O)c2cccs2)ccc1Cl | -16% | -11% | 3% | 13%[38.3 µM] | 7% | 5% | -6%
COc1ccc(Cn2nnnc2CN2CCC(O)(c3ccccc3F)CC2)cc1 | . | 0%[9.22 µM] | 2% | 7% | 18%[10 µM] | ? | 10%[46 µM]
COc1ccccc1OCC(=O)Nc1sc2c(c1C(=O)NCC1CCCO1)CCC2 (stereo not given) | -14% | 18% | 1% | 32%[38.3 µM] | -2%[10 µM] | -1% | 5%
O=[N+]([O-])c1ccc(NCCNCCOc2nonc2-c2ccccc2)c([N+](=O)[O-])c1 | -1% | 17% | -1% | 8% | . | -24% | .
Cn1c(CN2CCN(C(=O)c3ccccc3Cl)CC2)nc2cc([N+](=O)[O-])ccc21 | -18% | 3% | 0% | 6% | . | -10% | ?
Cc1ccc(-c2nc3ccccn3c2NC(=O)c2ccco2)cc1 | -60%[inhibitor] | 5% | -3% | 9% | 27%[1.9 µM] | 1% | 5%
Cc1cc([N+](=O)[O-])nn1CCC(=O)NC1CCCCCC1 | -4% | 14% | -3% | 3% | 17%[10 µM] | 8% | 3%
CC(C)Sc1nc2c(c(=O)[nH]1)C(c1cccs1)C1=C(CC(C)(C)CC1=O)N2 (stereo not given) | -5% | 1% | -2% | 39%[38.3 µM] | -15%[10 µM] | 11% | -16%
Cc1nc(CCNC(=O)c2ccccc2)cs1 | 2% | 8% | 0% | 0% | 9%[10 µM] | 11% | -9%
COc1ccc(C2CC(=O)c3ccc(OC)cc3O2)cc1 (stereo not given) | -6% | . | -4% | -2% | . | . | -6%
Cc1ccc(CN2CCN(c3ccccn3)CC2)s1 | -3% | 8% | -3% | 2%[38.3 µM] | 17%[10 µM] | -4% | -3%
Cc1noc(C)c1S(=O)(=O)Nc1ccc(C(=O)NC2CCCCC2)cc1 | -4% | -3% | 7% | -10%[38.3 µM] | -6% | 0% | 2%[0.0737 µM]
CC(C)(C)c1ccc(OCC(=O)NNC(=S)NC(=O)c2ccccc2[N+](=O)[O-])c(Br)c1 | . | -21% | . | . | 0%[10 µM] | 1% | 14%
COC(=O)c1sccc1NC(=O)c1ccc(OC)cc1OC | -1% | -13% | -2% | 10% | -20%[10 µM] | 4% | -18%
Cc1c(C=O)c2ccccc2n1CC(=O)N1CCc2ccccc2C1 | -40%[inhibitor] | -14% | -2% | 4% | 0%[1.9 µM] | 14% | ?

A few values from the entries so far:
Value of Cc1cc([N+](=O)[O-])nn1CCC(=O)NC1CCCCCC1 in LMNA splice mod: 3%
Value of CC(C)Sc1nc2c(c(=O)[nH]1)C(c1cccs1)C1=C(CC(C)(C)CC1=O)N2 (stereo not given) in IMPase Li inh: 39%[38.3 µM]
Value of Cc1nc(CCNC(=O)c2ccccc2)cs1 in SMN2 splice enh: 2%

Next results.
SMILES | SMN2 splice enh | HttQ103 aggreg | KinaseGlo FLuc | IMPase Li inh | HTT cytoprotect | CBFb RUNX1 block | LMNA splice mod
Cc1ccc(-c2nn(-c3ccccc3)cc2C(N)=O)o1 | 18% | 4% | -1% | 0% | 14%[10 µM] | 1% | 14%[46 µM]
COCCN(C(=O)COc1ccccc1)c1nnc(-c2cccnc2)s1 | -25% | 5% | -10% | 0%[38.3 µM] | -16%[10 µM] | -1% | -2%
O=C(Nc1ccccn1)c1sc2cccc(F)c2c1Cl | 2.5µM* | -1% | -13% | ? | -140%[inhibitor] | 6% | .
COc1ccc(C(C)(C)C)cc1NC(=O)COC(=O)c1ccc([N+](=O)[O-])o1 | 17% | 11% | -1% | 3% | -38%[inhibitor] | -10% | 4%[46 µM]
Cc1cc(Nc2ccc(C)c(F)c2)n2ncnc2n1 | 14% | 16% | 13% | -12%[38.3 µM] | -15% | 12% | 0%
CO/C=C\C=C/c1nnn(-c2ccc(Cl)cc2)n1 | 13% | 10% | -6% | -2% | . | -2% | ?
CCCCn1c(N)c(N(CCC(C)C)C(=O)CSc2nnc(C)s2)c(=O)[nH]c1=O | 1% | -11% | -6% | -7%[38.3 µM] | -22%[10 µM] | 2% | 4%
O=C(CNCC1CCCO1)Nc1ccccc1N1CCOCC1 (stereo not given) | -12% | -4% | -1% | -6%[38.3 µM] | -1%[10 µM] | 5% | 11%
